ERG Ets-DNA blk – ERG Ets/DNA interaction inhibition; P11308; fluorescence polarization, His-ERG Ets domain / labelled DNA; Potency, µM (highest dose often 76.9 µM), without a hit: at the highest dose FP activity, negative = inhibition, usual class: inhibitors; actives 0.028% (n = 370,000); active = well fitted inhibition curve with a large enough effect in the polarisation, with a control signal flat; inconclusive = small, poorly fitted or top-dose-only effect, or effect the other way, or a change in a side signal; inactive = no such curve, though single readings can be large or run the other way; the % refers to the polarisation;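 also: polarization taken with two DNA probes labelled with fluorescein and Texas red; potency is read from the fitted curve at half-maximal effect; % of control where 0% means no effect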
Target sequence (P11308 whole entry, looked up, the tested form may be a part): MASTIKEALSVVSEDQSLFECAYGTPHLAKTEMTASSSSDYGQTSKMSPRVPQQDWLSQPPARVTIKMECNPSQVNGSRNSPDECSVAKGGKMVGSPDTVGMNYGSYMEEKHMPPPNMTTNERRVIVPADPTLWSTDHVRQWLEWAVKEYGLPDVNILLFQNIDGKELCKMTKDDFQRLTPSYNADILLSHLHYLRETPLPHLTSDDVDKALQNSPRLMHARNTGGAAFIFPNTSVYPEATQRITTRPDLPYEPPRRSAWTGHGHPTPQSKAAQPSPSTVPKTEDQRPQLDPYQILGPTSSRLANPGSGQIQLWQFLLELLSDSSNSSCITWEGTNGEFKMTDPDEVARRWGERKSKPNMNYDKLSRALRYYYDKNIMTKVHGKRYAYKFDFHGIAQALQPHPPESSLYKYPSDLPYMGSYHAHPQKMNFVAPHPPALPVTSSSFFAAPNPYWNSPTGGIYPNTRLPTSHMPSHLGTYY
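His-tagged ERG Ets domain (1 uM in the protein solution; 300mM KCl, 50mM Tris-HCl, 1mM EDTA, 1mM DTT, pH 7.5) received compound, then a probe mix of 5 nM fluorescein-DNA and 100nM Texas-615-DNA. Fluorescence polarization was read for both dyes.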
D2 agonist – agonists of human D2 dopamine receptor | actives 0.53% (n = 340,000) | HEK293 T-REx D2 cells, calcium flux agonist mode | activation, % at 2 µM | AID 485358;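 active = activation over 3 SD above normal in the single-dose calcium agonist read, cut at about 30% in these data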; also: 0% is about no effect
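Agonism is scored from calcium flux in a force-coupled, inducible HEK293 cell line expressing D2, read kinetically for 180 s after compound addition against dopamine controls.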
Vif-A3F inh – blocks the Vif interaction with APOBEC3F; Potency, µM (series often up to 46.1 µM), without a hit: top-dose activity, negative = active; actives 0.2% (n = 390,000); HeLa A3F-eYFP + Vif (tagged APOBEC3F with the HIV-1 protein that degrades it), YFP fluorescence increase; also: potency is read from the fitted curve at half-maximal effect; % of control where 0% means no effect; nearly all actives have a fitted effect of over 65% in size
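HeLa cells stably expressing Vif plus C-terminally eYFP-tagged A3F were seeded, incubated overnight at 37 deg C, dosed with compound, incubated overnight again at 37 deg C. Yellow fluorescence (Ex 488/Em 500-530) reported blocked Vif-mediated A3F-eYFP degradation.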
D2 antagonist – D2 dopamine receptor (human) antagonism; HEK293 TREx D2 cells, calcium flux, dopamine EC80; P14416; inhibition, % at 10 µM; actives 2% (n = 340,000); in the data active = inhibition above about 30%; also: 0% is about no effect
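Calcium mobilization kinetics were recorded at 1 s intervals in tetracycline-induced HEK293 T-REx D2 cells, first for 180 s after compound addition and then 180 s after EC80 dopamine.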
LDHA block – blocks human lactate dehydrogenase A; AID 1347041; purified LDHA, NADH/diaphorase-resazurin fluorescence; active compounds read low; activity change, % (values are at about 110 or 230 µM); P00338; actives 0.15% (n = 480,000); in the data active = activity change below about -30%; inconclusive = mostly about -25% to -30%;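 also: plate controls were DMSO wells for no effect and wells without enzyme for full effect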
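LDH5 2 nM; NADH 0.06 mM, pyruvate 0.2 mM; 200 mM Tris pH 7.4, EDTA, Tween-20; 5 min RT. Detection: diaphorase 0.133 mg/mL + resazurin 37 µM, fluorescence ex540/em590 at 0 and 20 min; normalized to enzyme-free and DMSO wells.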
Vif-A3G inh – inhibitors of Vif-APOBEC3G interaction | Potency, µM (doses to about 46.1 µM), for the others: at the top dose activity, negative = active, usual class: inhibitors | Q9HC16 | HeLa A3G-eYFP + Vif (tagged APOBEC3G with the HIV-1 protein that degrades it), YFP fluorescence, overnight | actives 0.076% (n = 410,000);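 also: potency is read from the fitted curve at half-maximal effect; % is scaled to controls: 0 for no effect and ±100 for the full control effect; nearly all actives have a fitted effect of over 60% in size; hits raise eYFP signal because A3G escapes Vif-driven loss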
Target sequence (Q9HC16 whole entry, looked up): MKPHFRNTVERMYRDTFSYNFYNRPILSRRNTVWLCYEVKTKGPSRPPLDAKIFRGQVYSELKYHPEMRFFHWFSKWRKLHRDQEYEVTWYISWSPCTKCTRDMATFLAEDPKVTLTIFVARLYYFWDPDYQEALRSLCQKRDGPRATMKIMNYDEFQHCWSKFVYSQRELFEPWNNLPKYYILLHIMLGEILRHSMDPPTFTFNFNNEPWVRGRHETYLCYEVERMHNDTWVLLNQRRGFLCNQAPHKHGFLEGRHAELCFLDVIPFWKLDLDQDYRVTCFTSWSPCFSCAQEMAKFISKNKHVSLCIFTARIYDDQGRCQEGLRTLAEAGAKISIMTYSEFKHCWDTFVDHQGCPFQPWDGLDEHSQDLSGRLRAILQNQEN
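Read-out is eYFP fluorescence (Ex 488/Em 500-530) from Vif-expressing HeLa A3G-eYFP cells; more signal means A3G escaped Vif-mediated degradation. Cells plated overnight, compound pinned in, incubated overnight at 37 deg C.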
GRP78 ERSR act – induces the endoplasmic reticulum stress response in human glioma cells | U87-MG GRP78 promoter luciferase reporter, 16 h | actives 0.02% (n = 420,000) | Potency, µM, for inactives: top-dose activation, hits mostly activators; also: potency is read from the fitted curve at half-maximal effect; series mostly up to about 76 µM; % of control where 0% means no effect; nearly all actives have a fitted effect of over 35% in size
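ERSR induction read as luciferase luminescence (Bright-Glo, 10 min at room temperature) in stably transfected human U87-MG glioma cells exposed to compounds for 16 h, using GRP78 as sensor.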
RGS4 inh – inhibitors of human regulator of G protein signaling 4 | AID 504845 | Potency, µM (series often up to 114 µM), for inactives: top-dose activity change, negative = inhibition, hits mostly inhibitors | actives 0.039% (n = 390,000) | Transcreener GDP fluorescence polarization, RGS4-accelerated GTP hydrolysis; also: potency is read from the fitted curve at half-maximal effect; % is scaled to controls: 0 for no effect and ±100 for the full control effect; nearly all actives have a fitted effect of over 75% in size; some results filed as inactive show a strong effect at the top dose
Target sequence (P49798 whole entry, looked up): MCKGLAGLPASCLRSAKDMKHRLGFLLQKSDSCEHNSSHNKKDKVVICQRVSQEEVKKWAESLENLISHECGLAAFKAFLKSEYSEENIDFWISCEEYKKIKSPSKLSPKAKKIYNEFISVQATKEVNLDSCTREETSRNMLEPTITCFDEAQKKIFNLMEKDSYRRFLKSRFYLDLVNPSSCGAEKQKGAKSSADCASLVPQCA
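MLSMR compounds (23 nl, pin-transferred) preincubated 10 min at room temperature with a 500nM (2x) first reagent, then RGS4 at 900nM (2x) plus Transcreener GDP mix added; fluorescence polarization (620/688 nm) read before and after 90 min at 30 °C.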
12-LOX inh – blocks human arachidonate 12S-lipoxygenase; P18054; purified 12hLO, xylenol orange hydroperoxide absorbance; Potency, µM (doses to about 108 µM), for inactives: at the highest dose activity change, negative = inhibition, usual class: inhibitors; actives 1.1% (n = 580,000); AID 1671190; also: potency is read from the fitted curve at half-maximal effect; % is scaled to controls: 0 for no effect and ±100 for the full control effect
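Purified human 12hLO at 150 nM in 25 mM Hepes, 0.01% Triton X-100, pH 7.0, preincubated 15 min at room temperature with compound. Reaction started with 40 uM arachidonic acid, 30 min at room temperature. Hydroperoxide measured by Fe-xylenol orange, 573/405 nm absorbance ratio.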
Starred values were filed as active, the others as inactive; ? = inconclusive; · = not tested or not shown; & = joins results of further samples; [ ] = dose if it differs, or a comment. Unless noted, calls follow the shape of the dose curve; as a rule, active = well fitted curve in the direction sought with a large enough effect; inconclusive = small, poorly fitted or top-dose-only effect, or another doubt; inactive = no such curve, though single readings can be large; an effect the other way counts as inactive or inconclusive.

1	CCCCNS(=O)(=O)c1cc(-c2nn(C)c(=O)c3ccccc23)ccc1C
2	COc1cc(C(=O)Nc2nc3ccc(S(C)(=O)=O)cc3s2)cc(OC)c1C
3	Cc1cc2c(OCC(O)CNC(C)(C)C)cccc2[nH]1 (configuration not stated)
4	O=C(Nc1cccc(S(=O)(=O)NC2=NCCC2)c1)C1CC(=O)N(c2ccc3c(c2)OCCO3)C1 (configuration not stated)
5	Cc1nc(Cn2c3ccc(NC(=S)NC4CCCCC4)cc3c(=O)n2C)cs1

screen / no.	1	2	3	4	5
12-LOX inh	?	?	?	-4%	-18%
Vif-A3G inh	?	-16%	1%	3%	-3%
GRP78 ERSR act	-1%	-4%	-6%	-7%	-3%
D2 antagonist	-18	2	20	-4	·
ERG Ets-DNA blk	-5%	0%	9%	17%	·
LDHA block	-12&-2	-10	3	-1	2
D2 agonist	-0.1	-1.2	0.1	7.7	·
Vif-A3F inh	1%	1%	-3%	4%	·
RGS4 inh	-7%	5%	-28%	-12%	·

6	CSc1nc(=O)c2c(n1C)NC(=O)CC2c1cc(F)cc(F)c1 (configuration not stated)
7	Cc1ccc(C)c(OCCC(=O)OCC(=O)Nc2ccc(N3CCOCC3)cc2)c1
8	Cc1ccc(C(=O)CNc2ccc(C)cc2C)cc1
9	CCOc1ccc(N2CC(C(=O)NCc3cccc(C)c3)CC2=O)cc1 (configuration not stated)
10	CCN(CC)c1ccc(S(=O)(=O)N2CCOCC2)cc1NC(=O)COC(=O)COc1ccccc1C

screen / no.	6	7	8	9	10
12-LOX inh	6%	10%	?	7%	6%
Vif-A3G inh	4%	0%	-4%	-4%	0%
GRP78 ERSR act	-1%	4%	1%	-2%	-2%
D2 antagonist	·	-21	0	8	-22
ERG Ets-DNA blk	1%	0%	18%	1%	-6%
LDHA block	-6	4	-9	0	-4
D2 agonist	2.4	-0.7	-0.3	2.1	-0.3
Vif-A3F inh	-6%	5%	0%	-4%	-2%
RGS4 inh	-2%	-13%	-33%	-27%[11.4 µM]	-14%

11	COC(=O)C1=C(C)N(Cc2cccnc2)C(=O)/C1=C\c1sccc1C
12	COc1ccc(CCNC(=O)c2ccc(S(=O)(=O)N3CCCCC3)cc2)cc1
13	Cc1cc(OCC(=O)OCC(=O)NCc2cccs2)ccc1Cl
14	O=C(COC(=O)Cc1ccc(Br)cc1)NCc1ccccc1
15	COc1cc(/C=N/O)ccc1OCc1ccc([N+](=O)[O-])cc1

screen / no.	11	12	13	14	15
12-LOX inh	-23%	190%[activator]	9%	20%	-6%
Vif-A3G inh	-5%	2%	-3%	-1%	-2%
GRP78 ERSR act	1%	-4%	-5%	-5%	0%
D2 antagonist	-8	-20	·	·	-8
ERG Ets-DNA blk	15%	-3%	19%	·	-2%
LDHA block	7	-11	-3	-1	-4
D2 agonist	0.3	0.3	·	·	0.2
Vif-A3F inh	-13%	1%	-10%	-11%	-18%
RGS4 inh	-23%	5%	2%	·	8%

16	O=C1OC(c2cccs2)Sc2ccccc21 (configuration not stated)
17	Cc1ccc(S(=O)(=O)Nc2c(NC3CCCCC3)c3ccccc3oc2=O)cc1
18	CCCCc1c(C)nc2ccc(OC)cc2c1SCCC(=O)O
19	CC1(C)Cc2c(sc(/N=C/N3CCCCC3)c2C#N)C(C)(C)N1
20	CCOC(=O)C1CCN(C(=O)Cc2ccc(C)cc2)CC1

screen / no.	16	17	18	19	20
12-LOX inh	2%	-8%	45µM*	0%	2%
Vif-A3G inh	1%	0%	-1%	-4%	0%
GRP78 ERSR act	-1%	-4%	-3%	-3%	-1%
D2 antagonist	·	-24	6	20	-6
ERG Ets-DNA blk	·	8%	0%	8%	17%
LDHA block	9	1	-13	-1	-3
D2 agonist	·	0.5	-0.4	-1.2	-0.3
Vif-A3F inh	·	-5%	-4%	0%	3%
RGS4 inh	·	2%[56.9 µM]	-4%	-3%	-17%

21	O=C(Nc1cnc(N2CCC(N3CCCCC3)CC2)c(C(=O)O)c1)c1ccc(Br)cc1
22	CCOc1ccc(NC(=O)NC2CCOC(C)(C)C2)cc1 (configuration not stated)
23	CC(=O)c1ccc(N2CCN(CC(=O)NCc3ccccc3)CC2)cc1
24	CCOC(=O)C1CCN(C(=O)Cn2cccc2C(=O)c2ccccc2)CC1
25	Cc1ccc(/C([O-])=C(/C(=S)Nc2ccc(SC(F)F)cc2)[n+]2ccccc2)cc1[N+](=O)[O-]

screen / no.	21	22	23	24	25
12-LOX inh	40µM*	-5%	40%[activator]	18%	?
Vif-A3G inh	·	1%	-1%	1%	-4%
GRP78 ERSR act	·	1%	-2%	-3%	-1%
D2 antagonist	·	·	-5	-6	-26
ERG Ets-DNA blk	-6%	-5%	2%	-4%	2%
LDHA block	8	-1	-2	-7	-2
D2 agonist	0.4	·	0.4	-0.1	-6.6
Vif-A3F inh	·	-3%	5%	14%	-3%
RGS4 inh	2%	-29%	-18%	18%	-48%

26	Cc1cc(F)ccc1NC(=O)Cn1c(C)csc1=O
27	CC1CCCN(CCCOc2ccccc2-c2ccccc2)C1 (configuration not stated)
28	COc1ccccc1CC(=O)NCCc1ccc(S(N)(=O)=O)cc1
29	Cc1ccc(Nc2ncnc3ccccc23)cc1
30	CCn1nnc2cc(C(=O)Nc3ccc(C)c(Cl)c3)ccc21

screen / no.	26	27	28	29	30
12-LOX inh	?	-12%	0%	-11%	-27%
Vif-A3G inh	3%	1%	-6%	-4%	-4%
GRP78 ERSR act	-6%	-6%	2%	-3%	-1%
D2 antagonist	11	73*	-29	-8	·
ERG Ets-DNA blk	-4%	-6%	-9%	-11%	-7%
LDHA block	-4	-16	-4	-16	2
D2 agonist	0.5	-1.3	0.3	0.8	-0.3
Vif-A3F inh	12%	0%	0%	0%	3%
RGS4 inh	-2%	-45%	0%[11.4 µM]	-2%	-2%

31	COc1cccc2sc(N(CCCN(C)C)C(=O)c3ccc(S(=O)(=O)N4CCc5ccccc5C4)cc3)nc12
32	Cc1cc(C)c2c(CC(=O)N(Cc3ccc(Cl)cc3)Cc3ccco3)coc2c1
33	COc1ccc(C2SCC(=O)N2c2c(C)n(C)n(-c3ccccc3)c2=O)cc1 (configuration not stated)
34	CCCc1cc(=O)[nH]c(SCC(=O)c2c(N)n(CC(C)C)c(=O)n(C)c2=O)n1
35	CCNC(=O)COC(=O)c1cc(-c2ccco2)nc2ccccc12

screen / no.	31	32	33	34	35
12-LOX inh	?	?	?	-13%	7.1µM*
Vif-A3G inh	-25%	·	1%	-3%	-6%
GRP78 ERSR act	-10%	·	2%	1%	-3%
D2 antagonist	-7	·	-26	-8	3
ERG Ets-DNA blk	-3%	-1%	-7%	17%	-7%
LDHA block	-4	-1	0	-2	1&1
D2 agonist	4.2	9.1	-1.8	-0.6	0.3
Vif-A3F inh	-8%	·	3%	4%	-3%
RGS4 inh	4%	-16%	14%	4%	-31%

Reprinted from the part before: three compounds, then new ones.
33	COc1ccc(C2SCC(=O)N2c2c(C)n(C)n(-c3ccccc3)c2=O)cc1 (configuration not stated)
34	CCCc1cc(=O)[nH]c(SCC(=O)c2c(N)n(CC(C)C)c(=O)n(C)c2=O)n1
35	CCNC(=O)COC(=O)c1cc(-c2ccco2)nc2ccccc12
36	Cc1ccc(C2c3c(-c4ccccc4O)n[nH]c3C(=O)N2CCCO)cc1 (configuration not stated)
37	CC(C)OC(=O)CCC(=O)Nc1nc2ccccc2s1
38	COc1ccc(NC(=O)COc2coc(CN3CCCc4ccccc43)cc2=O)cc1
39	Cn1ccnc1SCc1ccc([N+](=O)[O-])cc1
40	COc1cc(-c2ccno2)ccc1S(=O)(=O)N1CCN(c2ccccc2F)CC1

screen / no.	33	34	35	36	37	38	39	40
12-LOX inh	?	-13%	7.1µM*	-17%	12%	-28%	0%	25%&-12%
Vif-A3G inh	1%	-3%	-6%	-12%	1%	2%	3%	2%
GRP78 ERSR act	2%	1%	-3%	-4%	1%	-1%	-1%	-2%
D2 antagonist	-26	-8	3	·	1	7	1	·
ERG Ets-DNA blk	-7%	17%	-7%	2%	-6%	11%	-1%	2%
LDHA block	0	-2	1&1	6	-8	1	1	5&-6
D2 agonist	-1.8	-0.6	0.3	2.4	0.9	0.0	1.4	-0.1
Vif-A3F inh	3%	4%	-3%	-4%	-15%	-18%	0%	-2%
RGS4 inh	14%	4%	-31%	3%	4%	-23%	4%	20%

41	Nc1ncnc2c1ncn2[C@@H]1O[C@H](CNCc2ccccc2OCc2ccc(Cl)cc2Cl)[C@@H](O)[C@H]1O
42	CCOC(=O)C1(CC2CC2)CCN(Cc2cnc(N(C)C)s2)CC1
43	COC(=O)c1cc(OC)c(OC)cc1NCC(=O)Nc1ccc(OC)c(OC)c1
44	C=CCc1cc(C)ccc1OCCOCCn1ccnc1

screen / no.	41	42	43	44
12-LOX inh	?	-1%	1%	-18%
Vif-A3G inh	6%	1%	-7%	1%
GRP78 ERSR act	-4%	0%	1%	-5%
D2 antagonist	·	68*	5	-9
ERG Ets-DNA blk	-3%	7%	-15%	-16%
LDHA block	-3	-1	6	?
D2 agonist	·	75*	-0.2	-2.8
Vif-A3F inh	6%	8%	1%	2%
RGS4 inh	8%	-5%	-47%	-4%

Assay outcomes deposited in PubChem by National Center for Advancing Translational Sciences (NCATS).

Not all compounds are listed; rates above refer to the full screens.
